# aDG glyco up – activators of alpha-DG glycosylation, primary screen, uHTS, Pro5-aDG cells, AlphaScreen. alpha-DG glycosylation AlphaScreen (IIH6); 0% Pro5, 100% B10-LARGE cell signal. activation, % at 10 µM. 360,000 compounds, 0.22% hits. AID 624168, 2012;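 active = activation of at least 8% versus controls, or a plate z-score of at least 8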;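 note: Pro5 are CHO cells carrying HIG-tagged alpha-DG that lacks glycosylation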
# N-glyco inh – increase of ERlucT glycosylation luciferase signal, primary screen, N-linked glycosylation inhibitor project, D54 ERlucT cells, luminescence, set 2. D54 ERlucT glycosylation luciferase reporter, 24 h; percent of 100 nM tunicamycin response. 360,000 compounds, 0.23% hits. reporter increase, % at 12.5 µM;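 active = mean luciferase reporter signal, scaled so untreated is 0 and the glycosylation-blocking control 100, at or above a set limit in every replicate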;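 note: luciferase carries N-glycosylation sites so blocking glycosylation raises the light; 0% = median of neutral control wells and 100% = median of 100 nM tunicamycin wells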
# Granule exo inh – LAMP-1 surface exposure blockers, TALL-104 cells – cell-based, flow cytometry, MLPCN library, primary screen; TALL-104 LAMP-1 surface exposure; cells stimulated with thapsigargin and PMA; inhibition, % at 10 µM; 360,000 compounds, 0.66% hits;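 active = inhibition above about 55%, limit read from the data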
# ABCB6 inh MLPCN – ABCB6 transporter inhibitors, primary screen, K562-ABCB6 cells, flow cytometry, MLPCN library. ATP-binding cassette sub-family B member 6 (Homo sapiens), Q9NP58. fluorescence ratio to DMSO, % at 10 µM. 360,000 compounds, 0.19% hits. AID 602162, 2011. K562-ABCB6 porphyrin accumulation, 1 h; stronger effect = lower value;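 active = fluorescence ratio to DMSO below 75%, the collection mean minus 3 SD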;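 note: signal is porphyrin accumulated inside mitochondria; 100% equals median channel fluorescence of DMSO control wells; lower ratio means ABCB6 inhibition with less porphyrin fluorescence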
# Target sequence (Q9NP58 whole entry, looked up): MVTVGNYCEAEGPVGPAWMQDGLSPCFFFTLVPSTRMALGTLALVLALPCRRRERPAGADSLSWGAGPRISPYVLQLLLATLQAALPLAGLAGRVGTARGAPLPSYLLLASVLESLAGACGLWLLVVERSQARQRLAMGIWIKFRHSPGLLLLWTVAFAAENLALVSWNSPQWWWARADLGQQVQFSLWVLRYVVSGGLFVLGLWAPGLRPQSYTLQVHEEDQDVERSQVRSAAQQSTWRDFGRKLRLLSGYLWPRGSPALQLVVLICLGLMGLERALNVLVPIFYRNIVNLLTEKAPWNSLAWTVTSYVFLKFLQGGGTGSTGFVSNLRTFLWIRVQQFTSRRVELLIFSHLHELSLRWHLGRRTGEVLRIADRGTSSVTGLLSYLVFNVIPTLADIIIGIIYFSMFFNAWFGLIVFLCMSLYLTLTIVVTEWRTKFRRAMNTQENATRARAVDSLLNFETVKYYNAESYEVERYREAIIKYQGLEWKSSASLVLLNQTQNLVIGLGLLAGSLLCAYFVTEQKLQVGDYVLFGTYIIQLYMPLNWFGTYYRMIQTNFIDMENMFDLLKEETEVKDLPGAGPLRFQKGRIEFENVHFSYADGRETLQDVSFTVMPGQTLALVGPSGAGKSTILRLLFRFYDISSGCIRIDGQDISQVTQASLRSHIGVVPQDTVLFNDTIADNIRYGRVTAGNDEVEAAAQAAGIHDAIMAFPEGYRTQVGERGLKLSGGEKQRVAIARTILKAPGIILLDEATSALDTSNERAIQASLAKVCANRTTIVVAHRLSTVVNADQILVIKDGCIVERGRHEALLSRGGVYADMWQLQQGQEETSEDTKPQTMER
# Vif imaging – HIV Vif self-association inhibitors, primary screen, imaging, HEK293T, single point. HEK293T cells, Vif self-association by quenched fluorescence, 24 h. inhibition, % at 7.49 µM. 340,000 compounds, 0.35% hits. AID 602346, 2012; in the data active = inhibition above about 50%, passing the limit was not always enough; note: some results filed as inactive read as strong as hits
# hiPSC survival – enhancers of single-cell hiPSC survival, primary screen, ATPlite luminescence. 100% = ROCK inhibitor wells, 0% = DMSO. survival enhancement, % at 20 µM. 360,000 compounds, 0.044% hits; in the data active = survival enhancement above about 18%;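 note: cells exposed to compounds for 16 hours before the ATP read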
# H9c2 protect – cardioprotection against H2O2-induced cell death, primary screen, uHTS, H9c2 cells, ATPLite luminescence. protection from H2O2 cell death, % at 20 µM. H9c2 cardiomyocytes, H2O2 injury protection, 2 h. 360,000 compounds, 0.63% hits;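 active = compounds giving at least 50% protection of heart cells from peroxide-induced death in the single-dose screen, raw or plate-pattern-corrected value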;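 note: 0% = DMSO wells with peroxide and 100% = DMSO wells without peroxide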
# CaV13 ICDI inh – Primary screen for inhibitors of IQ motif and Ca2+-dependent inactivation inhibitor domain binding in CACNA1D, Förster resonance energy transfer in living cells, …. HEK cells, CFP/YFP FRET ICDI-IQ, plate reader, 10 min; percent FRET-ratio fall versus neutral wells. inhibition, % at 12.3 µM. 340,000 compounds, 0.098% hits. AID 743397;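 active = mean replicate inhibition of at least 30% and at least 1% of replicates passing that level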;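 note: 0% = median of the neutral control wells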
# PDI inh – inhibitors of human PDI, primary screen, biochemical, turbidity, single point, plate reader. Protein disulfide-isomerase (Homo sapiens), P07237. PDI insulin aggregation turbidity, A650, 90 min. inhibition, % at 10 µM. 350,000 compounds, 0.052% hits;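 active = mean inhibition across replicates of 30% or more, whatever share of single replicates reach that level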;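 note: absorbance from insulin aggregation driven by PDI reduction with DTT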
# m5-HT2A agonist – mouse Htr2a agonists via beta-arrestin recruitment, primary screen, cell-based, luminescence; 5-hydroxytryptamine receptor 2A (Mus musculus), P35363; CHO-K1 mHTR2A beta-arrestin complementation; percent of 30 µM serotonin response; activation, % at 7.6 µM; 360,000 compounds, 0.66% hits; AID 624169, 2012;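 active = activation above a run cutoff, the mean activation of all tested compounds plus 3 SD, cut at about 14% in these data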;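 note: 0% = plate median of compound wells and 100% = 30 µM serotonin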
# Numbers without * were called inactive; . = not tested or not shown.
SMILES,aDG glyco up,N-glyco inh,Granule exo inh,ABCB6 inh MLPCN,Vif imaging,hiPSC survival,H9c2 protect,CaV13 ICDI inh,PDI inh,m5-HT2A agonist
CCCC(=O)NNC(=O)CCC(=O)NCc1ccccc1,-0.1,2.0,3.0,107.0,0.8,-0.5,1.6,-5.6,6.5,2.0
O=C(OCc1ccccn1)C1CCN(C(=O)c2ccc(Cl)cc2)CC1,0.0,-1.6,-4.9,95.0,.,-0.3,-7.2,-2.8,-2.0,2.4
CCOC(=O)N1CCN(C(=O)C[C@@H]2C[C@@]3(C(=O)OCC)CCCC=C3N(CCc3ccc(OC)c(OC)c3)C2=O)CC1,-0.1,.,-5.8,.,.,.,.,-16.5,.,1.4
COc1ccccc1NCC(=O)NNC(C)C(=O)Nc1cccc(Cl)c1 (centres undefined),-0.1,1.2,5.7,97.0,17.1,0.3,-6.0,-2.1,3.5,-3.0
O=C(O)c1ccc(NC2=Nc3cccc4cccc2c34)cc1,0.1,2.4,-1.4,99.0,0.1,-0.3,1.8,-1.4,2.0,3.6
O=C(CSc1nc2ccccc2c(=O)n1Cc1ccccc1)Nc1ccc(Br)cc1C(=O)O,1.3,4.0,-0.3,99.0,13.1,1.0,-5.0,-4.1,1.7,-1.1
CC1(C)OC(=O)C2=C(C[C@@H](CCOCc3ccccc3)O[C@@H]2c2ccc(F)cc2)O1,-0.1,.,14.8,94.0,.,-0.7,.,-6.5,.,-8.3
O=C(NCCc1ccccc1)c1ccc(Cl)nc1,0.0,-5.5,-4.3,97.0,38.1,-3.1,-7.0,-5.5,-0.4,1.7
Cc1cc(C)cc(NC(=O)N2CCNC(=O)C2CC(=O)Nc2cc(Cl)ccc2Cl)c1 (centres undefined),0.1,7.3,1.2,101.0,-3.1,0.3,3.1,-2.6,-0.3,-1.2
C#CCOCCOCCOCCNc1nc(N2CCN(C(=O)[C@H]([C@@H](C)CC)n3cc([C@@H](N)CC(C)C)nn3)CC2)nc(N2CCN(C(=O)[C@H](Cc3ccc(O)cc3)n3cc([C@@H](N)C(C)CC)nn3)CC2)n1 (some centres undefined),-0.3,-0.1,18.1,94.0,-0.4,2.0,5.7,-5.2,13.5,4.2
Clc1ccccc1N/N=C/c1ccc2c(c1)OCO2,-0.2,1.7,-2.8,98.0,-3.7,-2.8,-5.9,-15.7,5.4,-4.0
C=CC[n+]1ccn(-c2nc3ccccc3nc2[N-]S(=O)(=O)c2cccs2)c1,-0.1,2.0,0.5,93.0,-10.8,-0.5,0.3,-3.6,2.1,1.9
Cc1cc(Nc2ccc(Br)cc2)n2nc(C)nc2n1,0.4,3.9,-1.5,104.0,-4.4,1.1,16.3,-0.6,.,5.2
O=C(CN1CCc2ccccc21)NC(=O)NC1CCCCC1,-0.1,0.8,3.6,94.0,1.4,-0.5,-6.1,-3.4,-3.4,7.0
Cc1c(-c2ccc(Cl)cc2Cl)nc2ccccc2c1C(=O)NCCN1CCOCC1,0.3,1.6,1.4,95.0,-0.7,0.1,3.5,-2.7,0.9,-6.6
COc1ccc(Nc2nc(-c3ccncc3)nc3ccccc23)cc1,-0.2,-9.4,18.3,94.0,-1.6,-0.3,1.3,-3.9,5.8,4.0
Cc1cccn2c(=O)c(C=O)c(N3CC(C)OC(C)C3)nc12 (centres undefined),0.2,0.3,33.4,96.0,-0.4,6.0,2.5,0.9,4.3,-0.3
CN1CCC(OC(=O)c2cccc(Br)c2)CC1,-0.2,0.9,0.9,100.0,1.2,-1.7,-2.5,-7.6,1.5,-5.9
CCN(CC)Cc1c(C(=O)N/N=C/c2cccc(OCc3cccc(Cl)c3)c2)nnn1-c1nonc1N,-0.2,-0.5,8.1,96.0,-2.4,-0.3,-17.1,-7.6,-7.4,7.0
Cc1ccc(S(=O)(=O)N(C)C)cc1NC(=S)Nc1ccc2cn[nH]c2c1,0.1,-1.8,-1.7,97.0,-0.8,0.4,-3.2,-2.4,17.7,5.5
CC1=CC(c2ccccc2)n2nc(NC(=O)CCC(=O)O)nc2N1 (centres undefined),0.0,-0.5,2.1,98.0,3.9,-0.6,2.5,-15.9,2.7,2.1
COc1cc(/C=C/CN2CCC(C(=O)NC(c3ccc(F)cc3)c3ccc4ccccc4n3)CC2)ccc1OC(C)=O (centres undefined),5.0,-3.7,13.2,98.0,24.9,-1.5,-7.2,-6.6,-7.7,-12.3
COc1ccc(C(C(=O)NC2CCCC2)N(Cc2cccnc2)C(=O)Cc2cccs2)cc1OC (centres undefined),-0.1,2.4,2.2,163.0,-12.7,0.0,1.7,-2.5,-9.3,5.5
COc1cc(NC(=O)c2cc(OC)c(OC)c(OC)c2)c2ncccc2c1,0.5,6.5,93.5*,101.0,-7.7,-0.6,21.6,-4.7,-7.3,4.3
COc1ccccc1C(=O)NC(=O)CSc1cccc[n+]1[O-],-0.2,1.2,-2.8,94.0,3.2,1.3,2.9,-6.1,5.0,1.3

# The list continues:
SMILES,aDG glyco up,N-glyco inh,Granule exo inh,ABCB6 inh MLPCN,Vif imaging,hiPSC survival,H9c2 protect,CaV13 ICDI inh,PDI inh,m5-HT2A agonist
CCOc1cc(C(c2c(C)[nH][nH]c2=O)c2c(C)[nH][nH]c2=O)cc(Br)c1OC,-0.2,0.0,0.8,98.0,4.7,-0.7,-1.5,-19.0,-13.7,-0.5
COc1ccc(-n2nc(C(=O)O)c3ccccc3c2=O)c(OC)c1,-0.1,2.4,-2.1,97.0,-2.3,4.8,7.6,-8.0,-2.4,3.4
Cc1cccn2cc(-c3ccc(F)cc3)nc12,0.0,-16.2,-1.0,104.0,9.4,-3.2,-11.2,-5.8,0.0,-0.2
OC(COc1ccc2c(c1)CCC2)CN1CCN(c2cccc(Cl)c2)CC1 (centres undefined),-0.1,0.7,0.7,87.0,-1.2,3.4,-6.8,.,3.5,-2.7
CC(=O)c1ccc(-n2c(C)ccc2-c2ccccc2)cc1,0.7,-8.0,-2.1,100.0,-1.3,0.2,-1.2,-3.6,-9.1,1.1
CCOc1ccc(-c2nnn(CC(=O)NCc3ccc(C)cc3)n2)cc1,0.0,0.8,1.7,95.0,-2.3,-0.1,1.4,-4.2,0.5,6.1
Cc1ccc(OCC(O)Cn2c(NCCc3ccccc3)nc3c2c(=O)[nH]c(=O)n3C)cc1 (centres undefined),0.5,-0.1,4.4,97.0,-2.3,9.9,0.8,0.2,23.0,-6.5
CN(C)CCN1CCN(C2CN(Cc3ccc([N+](=O)[O-])cc3)S(=O)(=O)C2)CC1 (centres undefined),-0.2,1.2,0.0,103.0,.,-1.1,2.7,-5.7,.,-2.6
N#CCC(=O)Nc1ccc(C(=O)OCC(=O)N2CCN(C(=O)c3ccco3)CC2)cc1,0.6,-0.7,2.8,95.0,34.4,-2.2,7.0,-2.8,7.2,-0.5
CCCCn1c(N)c(N(CC(C)C)C(=O)c2c(-c3ccccc3)noc2C)c(=O)[nH]c1=O,0.0,-0.2,2.5,96.0,1.6,0.8,1.5,-6.9,-88.1,3.3
Cc1ccc(S(=O)(=O)N2CCCCC2)cc1NC(=O)CCCOc1ccccc1,0.5,-4.1,-6.2,95.0,-11.3,0.1,-6.3,-7.0,0.9,-4.2
COc1ccccc1OCCNC(=O)c1cccc(S(=O)(=O)N2CC(C)OC(C)C2)c1 (centres undefined),0.1,2.7,-18.3,93.0,3.3,-0.3,1.0,-6.1,5.5,-2.2
CNC(=O)/C(C#N)=C/c1c(N2CCN(C)CC2)nc2c(C)cccn2c1=O,0.1,1.5,-7.4,88.0,2.2,1.3,26.0,-20.0,2.4,-4.8
CSc1ccc(C2C(C#N)=C(N)Oc3c2ccc(=O)c2c(C)oc(C)c32)cc1 (centres undefined),0.0,-0.3,-0.3,124.0,25.8,1.7,1.7,.,1.8,4.7
CC(C)N=c1scc(-c2ccco2)n1/N=C/c1ccc(O)c(O)c1,-0.5,-6.7,20.1,99.0,.,-2.6,-20.9,-10.1,5.0,17.8*
Cc1ccc(N2C(=O)CC(NNC(=O)Cc3ccc(F)cc3)C2=O)cc1Cl (centres undefined),0.0,2.4,13.4,91.0,4.3,-0.3,-4.1,-7.5,1.6,-2.3
Cn1c(SCC(=O)c2ccc3c(c2)NC(=O)CO3)nc2ccccc21,-0.4,0.2,1.5,97.0,-0.6,-0.9,3.8,-7.1,4.1,-2.4
O=C(CSc1ncnc2c1oc1ccccc12)N1CCCc2ccccc21,0.5,-1.4,3.0,83.0,-33.4,-3.4,-18.7,-5.9,13.6,-2.6
CC(=O)Nc1sc(NC(=O)c2ccc([N+](=O)[O-])cc2)nc1-c1cccs1,0.0,9.0,0.5,97.0,-3.9,-0.8,-6.4,-20.7,-3.3,-7.1
Cc1cc(C)cc(OCC(=O)N/N=C/c2ccncc2)c1,-0.2,-1.8,-1.8,98.0,-1.1,-1.7,2.5,-3.5,-5.1,5.8
CCC(CO)NCc1ccc(Br)cc1 (centres undefined),0.2,-1.1,-1.2,107.0,-1.1,-0.8,0.2,1.4,14.7,-0.4
Cc1nc(-c2ccc3c(c2)OCCCO3)cs1,0.0,-5.0,1.4,98.0,28.6,-0.5,-4.7,-19.4,3.6,-3.0
O=C(c1cc(Cl)nc2ccccc12)N(Cc1nnc(-c2ccc(Cl)cc2)o1)C1CC1,0.6,0.0,-5.4,100.0,-0.4,-0.1,3.2,-7.2,2.0,-0.2
O=C(CN(c1ccccc1)S(=O)(=O)c1ccccc1)Nc1ccc(F)cc1,0.0,-1.6,1.0,98.0,.,-0.6,-1.5,-8.3,7.7,-6.9
NNC(=O)CN1C(c2cccc(Cl)c2)=Nc2ccc(Br)cc2C1c1ccccc1 (centres undefined),-0.1,-0.8,-0.1,98.0,0.0,-0.7,4.0,-4.4,2.9,-5.8
CN(C)CCCOC(=O)CCc1ccccc1,-0.2,2.2,1.8,94.0,-4.6,-1.8,5.6,-7.6,-10.5,-5.7
CC(C)NC(=O)C1(C)CCCN1C(=O)c1ccc2c(c1)C(C)(C)CCC2(C)C (centres undefined),-0.2,0.6,-7.0,93.0,6.5,-3.6,-0.1,-16.2,-3.6,7.1
COc1ccc(C)cc1NC(=O)CN1CCN(S(=O)(=O)c2ccc(F)cc2)CC1,0.2,-3.3,3.6,90.0,-3.6,-1.7,1.1,-1.6,-6.8,-0.6
COc1cccc2c1OC[C@@H](CO)[C@H]2N(C)C(=O)Nc1ccc(Cl)cc1,0.0,2.3,-2.4,98.0,-10.3,2.7,-7.1,-7.6,-3.7,8.5

# Screening data from PubChem BioAssay.
